KCNK9 block = human KCNK9 channel inhibition. actives 1.2% (n = 310,000). B-score at 10 µM. HEK293 KCNK9, FluxOR thallium flux fluorescence; hits give low values. Q9NPC2;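 active = ratio B-score over 3 SD below the library mean, with starting fluorescence within 5 SD of its mean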;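 also: negative B-score means less thallium flux so channel inhibition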
Target sequence (Q9NPC2 whole entry, looked up): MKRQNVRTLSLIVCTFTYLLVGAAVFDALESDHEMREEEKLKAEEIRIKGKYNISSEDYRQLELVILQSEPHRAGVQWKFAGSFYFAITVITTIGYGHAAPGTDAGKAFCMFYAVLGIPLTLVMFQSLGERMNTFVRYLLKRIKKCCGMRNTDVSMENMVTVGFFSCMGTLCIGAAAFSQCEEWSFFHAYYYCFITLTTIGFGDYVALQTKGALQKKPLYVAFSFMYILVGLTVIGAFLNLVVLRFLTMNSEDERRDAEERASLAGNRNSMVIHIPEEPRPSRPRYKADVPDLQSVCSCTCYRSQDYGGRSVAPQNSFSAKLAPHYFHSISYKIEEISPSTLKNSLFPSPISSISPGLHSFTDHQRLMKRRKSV
KCNQ1 block = blocks the human KCNQ1 potassium channel. P51787. CHO-K1 KCNQ1, FluxOR thallium flux fluorescence; hits give high values. B-score at 10 µM. actives 1.3% (n = 310,000). AID 2642;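 active = compounds whose thallium flux B-score, printed positive for inhibition, exceeds three library SD while starting fluorescence stays within three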;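 also: channel opened by potassium depolarization with thallium stimulus after 20 min compound exposure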
KCNQ1 pot = potentiates or activates the human KCNQ1 potassium channel; CHO-K1 KCNQ1, thallium flux FluxOR fluorescence; hits give high values; B-score at 10 µM; actives 0.35% (n = 310,000); AID 2648;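 active = fluorescence ratio B-score, a plate-corrected score, at least three library SD, with initial intensity B-score within 5 SD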
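Assay system: CHO-K1 cells stably expressing KCNQ1; Medium: assay buffer with matched DMSO; Also added: K+/Tl+ depolarizing stimulus; Dosing: single dose; Timing: dye 90 min, compound 20 min, room temperature; Measured by: kinetic FluxOR thallium fluorescence, 10-s 1-Hz baseline, 110-s post-stimulus read; Read-out: peak-minus-minimum fluorescence over initial fluorescence, negative-control normalized, B-scored.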
ANO1 block = inhibitors of mouse TMEM16A calcium-activated chloride channel; actives 1.2% (n = 310,000); AID 588511; Q8BHY3; HEK293 TMEM16A/YFP iodide influx fluorescence, ionomycin; normalized B-score (activity score, 25-100; higher = stronger inhibition) at 10 µM;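 active = ratio plate-corrected score three or more library SD toward inhibition, starting fluorescence score within five deviations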;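 also: score derived from kinetic fluorescence span divided by baseline fluorescence per well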
SKKanGAS inh = inhibitors of SKKanGAS S. pyogenes growth in kanamycin (SK-promoter or general growth effect) | actives 1.3% (n = 300,000) | inhibition, % at 7.5 µM | AID 1662 | BacTiter-Glo, 6 h;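 active = mean replicate score, as percent of positive control median, at least 50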;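 also: strain carries kanamycin resistance gene driven by streptokinase promoter and grows in 40 µg/ml kanamycin; loss of luminescence reflects streptokinase promoter inhibition or plain growth inhibition; 0% = median of DMSO wells and 100% = positive control at its reference dose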
RGS4 act = RGS4 potentiation or activation; HEK293 M3R/inducible RGS4, carbachol calcium flux Fluo4; hits give low values; B-score at 10 µM; actives 0.92% (n = 310,000); AID 463111;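 active = B-score of the integrated calcium signal more than 4 SD below the library mean, with starting fluorescence not abnormally high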;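 also: negative B-score means reduced calcium response which marks RGS4 activation or potentiation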
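Material: M3R-expressing HEK293 line, RGS4 induced by doxycycline | Schedule: Overnight RGS4 induction, 30 min dye load 37 °C, 20 min compound RT | Measured by: Fluo4 fluorescence kinetic imaging of calcium | Read-out: Integrated calcium ratio converted to B score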
KCNK3 block = human KCNK3 channel inhibition, primary screen | actives 0.84% (n = 340,000) | B-score at 10 µM | CHO-KCNK3 thallium flux, FluxOR fluorescence; hits give low values | O14649;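 active = B-score under library mean minus 4 SD, starting fluorescence ratio at most library mean plus 5 SD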;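 also: more negative B-score means stronger inhibition of thallium flux through KCNK3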
hERG protect = compounds protecting human hERG from proarrhythmic drug block; Q12809; CHO-hERG, FluxOR thallium flux, dofetilide IC70 present; activation (rescue from dofetilide block), less the hit threshold, % at 10 µM; actives 0.51% (n = 310,000); AID 1511;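 active = activation above the mean of controls blocked by dofetilide plus 5 SD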;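 also: thallium influx through hERG after potassium depolarization seen as dye fluorescence rise; in these data hits start at about 4.7%; inactives centre near -7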
HDAC3 inh = blocks human histone deacetylase 3. O15379. recombinant HDAC3, fluorogenic peptide/trypsin coupled, fluorescence. inhibition, % at 8.3 µM. actives 0.15% (n = 320,000); in the data active = inhibition above about 26%, passing the limit was not always enough
Target sequence (O15379 whole entry, looked up): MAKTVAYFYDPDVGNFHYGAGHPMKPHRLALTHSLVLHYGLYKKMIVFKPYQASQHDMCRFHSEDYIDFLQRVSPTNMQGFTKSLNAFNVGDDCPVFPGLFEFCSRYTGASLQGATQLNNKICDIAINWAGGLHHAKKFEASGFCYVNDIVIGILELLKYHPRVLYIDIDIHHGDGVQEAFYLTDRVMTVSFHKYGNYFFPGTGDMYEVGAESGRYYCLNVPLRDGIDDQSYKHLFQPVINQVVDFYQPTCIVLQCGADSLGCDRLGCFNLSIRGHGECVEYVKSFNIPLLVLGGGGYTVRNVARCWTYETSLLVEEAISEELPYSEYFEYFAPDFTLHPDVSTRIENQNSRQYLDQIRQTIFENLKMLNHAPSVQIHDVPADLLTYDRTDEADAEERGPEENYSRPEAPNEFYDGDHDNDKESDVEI
RGS4 block = inhibitors of human RGS4 | AID 463165 | actives 0.45% (n = 310,000) | HEK293 M3R/RGS4 inducible, Fluo-4 calcium flux; hits give high values; triggered by carbachol at its EC20 | B-score at 10 µM;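 active = B-score, a plate-corrected calcium signal, over three deviations above library mean, with baseline fluorescence within five deviations of library mean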;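 also: RGS4 expression induced by doxycycline in cells with stable M3 receptor; B-score is computed from the integrated fluorescence ratio over baseline after carbachol; higher B-score means a larger calcium signal and so more RGS4 inhibition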
Target sequence (P49798 whole entry, looked up): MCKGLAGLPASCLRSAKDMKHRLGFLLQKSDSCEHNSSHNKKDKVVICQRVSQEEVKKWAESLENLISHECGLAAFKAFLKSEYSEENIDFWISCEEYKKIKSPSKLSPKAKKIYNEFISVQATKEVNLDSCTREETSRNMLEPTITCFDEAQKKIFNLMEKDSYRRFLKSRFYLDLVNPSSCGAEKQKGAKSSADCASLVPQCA
ANO1 activ = activators or potentiators of mouse TMEM16A chloride channel; Q8BHY3; HEK293 TMEM16A/YFP-H148Q/I152L, iodide quench fluorescence; hits give low values; B-score at 10 µM; actives 0.3% (n = 340,000);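 active = fluorescence-ratio B-score plate-corrected deviation score at least 3 library SD below zero, with starting fluorescence score within 5 deviations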;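 also: channel opened by trigger with iodide after compound preincubation; score built on the fluorescence ratio of max minus min over baseline; more negative score means more quench and so TMEM16A activation or potentiation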
The depositor's hits bear a star; i = inactive; . = not tested or not shown.

no.	canonical_smiles	KCNK9 block	KCNQ1 block	KCNQ1 pot	ANO1 block	SKKanGAS inh	RGS4 act	KCNK3 block	hERG protect	HDAC3 inh	RGS4 block	ANO1 activ
1	Nc1nc(-c2ccc(Cl)cc2)nn1C(=O)c1cccnc1	i	i	i	i	2	i	i	-5	1	i	i
2	Cc1noc(C)c1COc1cccc(C(=O)Nc2ccccc2N2CCOCC2)c1	i	i	i	i	-9	i	i	-7	11	i	i
3	COc1cc2c(cc1NC(=O)CSc1nc3ccc(C)cc3[nH]1)oc1ccccc12	i	i	i	i	-9	i	.	-5	0	i	.
4	Cc1ccc2c(c1)NC(=O)C(CC(=O)O)O2 (stereo not drawn)	i	i	i	i	-3	i	i	-4	1	i	i
5	Cc1onc(-c2ccccc2)c1-c1csc(COc2ccccc2)n1	-7.8*	i	i	i	19	i	-12*	-12	.	i	i
6	O=C(c1cccc(F)c1)N1CCCC(C(=O)N2CCN(c3ccccc3)CC2)C1 (stereo not drawn)	i	i	i	i	2	i	i	-7	-4	i	i
7	CCCCCCc1cc2cc(C(=O)Nc3ccccc3)c(=O)oc2cc1O	i	i	i	i	4	i	i	0	0	i	i
8	O=C(c1cc(-c2ccncc2)nc2ccccc12)N1CCN(c2ccc(N3CCOCC3)nn2)CC1	i	i	i	i	-2	i	i	-21	1	i	i
9	Cc1ccc2nc(SCC(=O)Nc3cccc(Cl)c3)nc(=O)n2c1	i	i	i	i	-5	i	i	-10	2	i	i
10	CN(c1ccc(OCC(=O)Nc2nc3ccccc3s2)cc1)S(=O)(=O)c1ccccc1	i	i	i	i	15	i	i	-5	15	i	i
11	COc1cccc(NC(=O)CN(c2cccc(C(F)(F)F)c2)S(C)(=O)=O)c1	i	i	i	i	-13	i	i	-8	11	i	i
12	CC(C)CN(CC(C)C)c1ccc(/C=N/n2cnnc2)cc1[N+](=O)[O-]	i	i	i	i	10	i	i	-14	21	i	i
13	COc1ccc(/C=C/C(=O)Oc2ccc(/C=N/NC(=O)c3ccncc3)cc2)cc1	i	i	i	i	1	i	i	-3	1	i	i
14	COc1ccc(CN2CCNC(=O)C2CC(=O)N(C)Cc2nonc2C)c(F)c1 (stereo not drawn)	i	i	i	i	-1	i	i	-9	-1	i	i
15	CN(C)c1ccc(C(C(=O)NC2CCCC2)N(C(=O)c2csnn2)C2CC2)cc1 (stereo not drawn)	i	i	i	i	8	i	i	-2	-7	i	i
16	Cc1ccnc(N2CCN(c3cc(C)c(C#N)c4nc5ccccc5n34)CC2)c1	i	i	i	i	10	i	i	-16	-8	i	i
17	O=C1C2C3CCCC3=C3CCCC3C2C(=O)N1c1ccccc1 (stereo not drawn)	i	i	i	i	7	i	i	-3	6	i	i
18	O=S(=O)(Nc1cccc2c1CCCC2)c1cccc(C(F)(F)F)c1	i	i	i	i	13	i	i	-9	11	i	i
19	CC(=O)N=C1SC2CS(=O)(=O)CC2N1c1ccc(-c2nc3ccc(C)cc3s2)cc1 (stereo not drawn)	i	i	i	i	-4	i	.	-6	-1	i	.
20	CC(C)CC(NC(=O)C(NC(=O)OC(C)(C)C)C(C)C)C(N)=O (stereo not drawn)	i	i	i	i	-1	i	i	-6	-17	i	i
21	O=C(CCNC(=O)c1ccc([N+](=O)[O-])cc1)Nc1ccc(F)cc1	i	i	i	i	-1	i	i	-3	-3	i	i
22	Cn1ccc(=NC=C(C#N)C#N)c2ccccc21	i	i	i	i	5	i	i	-8	7	i	i
23	N#Cc1cc(-c2ccccc2)oc1NC(=O)c1ccco1	i	i	i	i	4	i	i	-4	-5	i	i
24	CCCn1nnc(NC(=S)NC(=O)c2cccs2)n1	i	i	i	i	-4	i	i	1	-3	i	i
25	CCCCCCCCCCCC(=O)NC1CCS(=O)(=O)C1 (stereo not drawn)	i	i	i	i	-9	i	i	-10	-1	i	i
26	O=C(CCN1C(=O)C2C3C=CC(C3)C2C1=O)Nc1ccc2c(c1)OCO2 (stereo not drawn)	i	i	i	i	.	i	i	-2	1	i	i
27	O=C(Nc1ccc(OCc2ccccc2)cc1)c1cccc([N+](=O)[O-])c1	i	i	i	i	13	i	i	-11	-2	i	i
28	Cc1c(N(C)C(=O)c2ccc3c(c2)OCO3)c(=O)n(-c2ccccc2)n1C	i	i	i	i	3	i	i	-12	-2	i	i
29	Nc1cccc(-c2cn3cccnc3n2)c1	i	i	i	i	-6	i	i	-3	-3	i	i
30	O=S(=O)(Nc1c(O)ccc2ccccc12)c1ccccc1	i	11*	i	i	9	i	i	-11	-3	i	i
31	COc1ccc2oc(C)c(C(=O)c3ccc([N+](=O)[O-])cc3)c2c1	i	i	i	i	9	i	i	-2	8	i	i
32	CCCOc1ccc(-c2nnn(CC(=O)c3c[nH]c4ccccc34)n2)cc1	i	i	i	i	-6	i	i	-1	-4	i	i
33	O=c1cc(-c2cccc(F)c2)[nH]c2ccccc12	i	i	i	i	1	i	i	-7	-2	i	i
34	CCn1cnc2sc(C(=O)N(Cc3ccc(N(C)C)cc3)Cc3ccco3)c(C)c2c1=O	i	i	i	i	1	i	i	-31	-1	i	i
35	Cc1cc(C)nc(/N=C(/NC(=O)Nc2ccc(Cl)c(Cl)c2)Nc2ccccc2)n1	i	i	i	i	6	i	.	-11	2	i	.
36	Cn1c(=O)c2c(-c3ccccc3)n(-c3ccccc3O)cc2n(C)c1=O	i	i	i	i	-7	i	i	-4	9	i	i
37	O=C(CN1CCOCC1)Nc1ccc2c(c1)OC(F)(F)O2	i	i	i	i	-4	i	i	-10	2	i	i
38	CC(=O)N1CCC2(CC1)CC(=O)c1cc(OCC(=O)NCc3ccc(C)cc3)ccc1O2	i	i	i	i	-8	i	i	-3	-10	i	i
39	COc1ccc(C(C)=O)cc1COC(=O)C(CO)NS(=O)(=O)c1ccc(Br)cc1 (stereo not drawn)	i	i	i	i	-12	i	i	-12	-2	i	i
40	Cc1cc(NCCN2CCCCC2)n2c(nc3ccccc32)c1C#N	i	i	i	.	5	i	.	-4	.	i	.
41	O=C(COC(=O)CNC(=O)c1cccs1)Nc1ccccc1C(F)(F)F	i	i	i	i	18	i	i	-7	-2	i	i
42	Cn1c(CCC(=O)Nc2ccc(N3CCOCC3)cc2)nc(=O)c2ccccc21	i	i	i	i	10	i	i	1	0	i	i
43	COc1cc(NC2c3ccccc3C(=O)N2c2ccc(C)cn2)cc(OC)c1OC (stereo not drawn)	i	i	i	i	0	i	i	-11	1	i	i
44	O=C(C1=C(O)C(=O)N(CCN2CCOCC2)C1c1cccc(Br)c1)c1cc2ccccc2o1 (stereo not drawn)	i	i	i	i	11	i	i	-5	-5	i	i
45	CCOc1ccc2cc(/C=C/C(=O)c3ccco3)c(Cl)nc2c1	-12*	i	i	i	-2	i	-9.6*	-8	-26	i	i
46	CCOc1ccc(S(=O)(=O)N2CCN(Cc3ccccc3)CC2)c2cccnc12	i	i	i	i	0	i	i	-6	-10	i	i
47	O=C(COc1ccc2ccccc2c1)NC1CC1	i	i	i	i	-4	i	i	-4	0	i	i
48	CNCc1sccc1C	i	i	i	i	-4	i	i	-8	-4	i	i
49	CCOC(=O)N1CCN(CC(=O)N2c3ccccc3CCc3ccccc32)CC1	i	i	i	i	-7	i	i	-10	2	i	i
50	COc1ccc(C(=O)CCN2CCCCCC2)cc1	i	i	i	i	-3	i	i	-11	-5	11*	i
51	Cc1ccc(NC(=O)CCNS(=O)(=O)c2cccs2)cc1F	i	i	i	i	-13	i	i	-5	-3	i	i
52	CN1CCc2c(sc3nc(NCCO)n(-c4cccc(Cl)c4)c(=O)c23)C1	i	i	i	i	4	i	i	-1	-18	i	i
53	COc1ccc(C(=O)N/N=C\c2ccoc2)cc1	i	i	i	i	30	i	i	1	3	i	i
54	Cc1cccc(C)c1Nc1nnc(SCC(=O)Nc2ncc(C(F)(F)F)cc2Cl)s1	i	i	i	i	12	i	i	-10	5	i	i
55	CCCSc1nc(C)cc(C)c1C(N)=O	i	i	i	i	-2	i	i	-22	-2	i	i
56	COc1ccc(CC(=O)Nc2cc(C)on2)cc1	i	i	i	i	7	i	i	2	10	i	i

Next part
no.	canonical_smiles	KCNK9 block	KCNQ1 block	KCNQ1 pot	ANO1 block	SKKanGAS inh	RGS4 act	KCNK3 block	hERG protect	HDAC3 inh	RGS4 block	ANO1 activ
57	O=C(c1cc(F)c(F)cc1Cl)N1CCN(c2ccc([N+](=O)[O-])c3ncccc23)CC1	i	i	i	i	-1	i	i	-8	0	i	i
58	O=C(NC12CC3CC(CC(C3)C1)C2)C1=COCCO1	i	i	i	i	7	i	i	-3	2	i	i
59	CCCCOc1ccc(N(CC(=O)NC(C)C)C(=O)CCC(=O)Nc2ccccn2)cc1	i	i	i	i	-4	i	i	-2	6	i	i
60	c1ccc2c(c1)CC1(CCCCC1)n1nnnc1-2	i	i	i	i	1	i	i	0	1	i	i
61	CC(C)NCC(O)COc1c(F)cc(Br)cc1F (stereo not drawn)	i	i	i	i	1	i	i	-4	-2	i	i
62	COc1ccc(C(=O)CSc2nnc3ccccn23)cc1OC	i	i	i	i	-7	i	i	-3	1	i	i
63	CN(C)S(=O)(=O)c1ccc(NC(=O)CCNC(=O)c2ccco2)cc1	i	i	i	i	-2	i	i	-3	2	i	i
64	Cc1cccc(Cn2nc(C(C)(C)C)cc2C(=O)N2CCOCC2)c1	i	i	i	i	-1	i	i	-4	-11	i	i
65	CN(C)C(CNC(=O)C1CCN(S(=O)(=O)c2cccc(C(F)(F)F)c2)CC1)c1ccccc1 (stereo not drawn)	i	i	i	i	1	i	i	-3	-4	i	i

Source: PubChem BioAssay (several laboratories)

Rows are unselected. About 6.3% of those tested had a hit in this group.
